Tb PGK inh – T. brucei PGK inhibition; P07378; PGK/GAPDH coupled, Kinase-Glo luminescence, 60 min; Potency, µM (top dose mostly 57.5 µM), for inactives: top-dose activity change, negative = inhibition, most hits filed as inhibitors; actives 0.043% (n = 380,000); AID 602233; further: potency means the concentration at half of the fitted maximal effect; on the % scale 0 is the no-effect control and ±100 the full control effect; nearly all actives have a fitted effect of over 60% in size
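Luminescent ATP detection (Kinase-Glo Plus) follows a 60-minute room-temperature incubation, with wells lacking PGK as controls. Buffer: 100 mM TEA (pH 7.6), 5 mM MgCl2, 0.01% Tween-20. Coupling enzyme GAPDH (100 nM final) supplies unstable 1,3-BPG in-well.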
BAZ2B inh – BAZ2B (human) inhibition. AlphaScreen BAZ2B-H3K14Ac peptide displacement. Potency, µM (doses to about 114 µM), for the others: at the top dose activity change, negative = inhibition, hits mostly inhibitors. actives 4.4% (n = 360,000); further: potency means the concentration at half of the fitted maximal effect; on the % scale 0 is the no-effect control and ±100 the full control effect; nearly all actives have a fitted effect of over 60% in size
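In this displacement format the biotinylated H3(5-23) peptide acetylated at Lys14 serves as ligand at 50 nM, with BAZ2B at 50 nM in PBS pH 7.4 containing 0.01% Tween-20. Donor and acceptor beads are 10 ug/mL final.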
HP1b binding inh – HP1-beta chromodomain-methylated histone interaction inhibition. Potency, µM (series often up to 114 µM), for inactives: at the top dose activity change, negative = inhibition, actives largely listed as inhibitors. AlphaScreen HP1-beta / biotin-H3K9me3 peptide binding. actives 0.56% (n = 390,000); further: potency means the concentration at half of the fitted maximal effect; nearly all actives have a fitted effect of over 70% in size; inactives centre near 23
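Compound inhibition of the preformed complex between 50 nM HP1-beta and 50 nM biotinylated H3K9me3 peptide was read by AlphaScreen. Buffer was PBS pH 7.4 with 0.01% Tween-20. Incubations ran 30 min at room temperature, with 10 ug/mL donor/acceptor beads.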
G9a inh – G9a (human) methyltransferase inhibition | actives 8.8% (n = 350,000) | AID 504332 | Potency, µM (top dose mostly 102 µM), for the others: at the highest dose activity, negative = inhibition, most hits filed as inhibitors | G9a H3K9 monomethylation, AlphaScreen, 2 h | Q96KQ7; further: potency means the concentration at half of the fitted maximal effect; on the % scale 0 is the no-effect control and ±100 the full control effect; nearly all actives have a fitted effect of over 75% in size
Target sequence (Q96KQ7 913-1193 limits assumed): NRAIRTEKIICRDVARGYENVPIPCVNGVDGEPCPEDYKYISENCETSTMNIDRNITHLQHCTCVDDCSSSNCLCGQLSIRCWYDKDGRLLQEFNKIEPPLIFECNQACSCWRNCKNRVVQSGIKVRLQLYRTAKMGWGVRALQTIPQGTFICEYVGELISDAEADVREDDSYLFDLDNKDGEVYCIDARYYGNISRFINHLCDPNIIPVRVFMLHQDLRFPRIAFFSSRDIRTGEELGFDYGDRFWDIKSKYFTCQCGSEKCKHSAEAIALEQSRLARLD
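G9a (20 nM) preincubated 15 min RT with compounds, then 500 nM biotinylated H3K9 peptide and 20 uM SAM added; 2 h RT reaction. Monomethyl-H3K9 product detected by AlphaScreen with anti-H3K9me1 antibody, streptavidin donor and anti-rabbit IgG acceptor beads.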
ERG-DNA inh – ERG Ets/DNA interaction inhibition. Potency, µM (doses to about 76.9 µM), inactives show top-dose FP activity, negative = inhibition, usual class: inhibitors. actives 0.028% (n = 370,000). fluorescence polarization, His-ERG Ets domain / labelled DNA. AID 624246; active means well fitted inhibition curve with a large enough effect in the polarisation, with a control signal flat; inconclusive means small, poorly fitted or top-dose-only effect, or effect the other way, or a change in a side signal; inactive means no such curve, though single readings can be large or run the other way; the % refers to the polarisation;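 further: polarization taken with two DNA probes labelled with fluorescein and Texas red; potency means the concentration at half of the fitted maximal effect; % of control where 0% means no effect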
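His-tagged ERG Ets domain (1 uM in the protein solution; 300mM KCl, 50mM Tris-HCl, 1mM EDTA, 1mM DTT, pH 7.5) received compound, then a probe mix of 5 nM fluorescein-DNA and 100nM Texas-615-DNA. Fluorescence polarization was read for both dyes.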
PI4K2A block – blocks human PI4K2A kinase activity. activity change, negative = inhibition, % at 76.9 µM. Q9BTU6. actives 0.13% (n = 420,000). purified PI4K2A, ADP-Glo luminescence, 1 h; stronger effect = lower value; in the data active means activity change below about -50%; inconclusive means mostly about -30% to -49%;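 further: -100% = wells without enzyme as full effect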
Target sequence (Q9BTU6 whole entry, looked up): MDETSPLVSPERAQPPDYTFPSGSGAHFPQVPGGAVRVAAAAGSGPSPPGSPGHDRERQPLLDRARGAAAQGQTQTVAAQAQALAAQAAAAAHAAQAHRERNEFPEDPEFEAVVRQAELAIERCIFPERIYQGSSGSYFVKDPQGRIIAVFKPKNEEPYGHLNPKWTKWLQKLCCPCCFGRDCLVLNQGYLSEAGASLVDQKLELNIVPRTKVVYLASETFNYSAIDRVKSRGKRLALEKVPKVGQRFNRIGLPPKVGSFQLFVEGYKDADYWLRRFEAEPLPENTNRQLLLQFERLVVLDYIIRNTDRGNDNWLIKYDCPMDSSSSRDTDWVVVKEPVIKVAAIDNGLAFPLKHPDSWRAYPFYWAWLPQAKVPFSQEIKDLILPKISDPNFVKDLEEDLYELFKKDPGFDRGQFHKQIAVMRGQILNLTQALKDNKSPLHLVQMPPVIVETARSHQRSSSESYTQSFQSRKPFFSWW
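ADP-Glo luminescence measured ADP generated by PI4K2A enzyme (4 ug/mL before mixing) with 1.2 mM PI substrate (pre-mix) and 300 microM ATP (pre-mix). Tris pH7.5 buffer with MgCl2, Triton X-100; 1 h reaction at ambient temperature.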
JMJD2A Tudor inh – JMJD2A Tudor domain (human) inhibition. O75164. AlphaScreen JMJD2A-Tudor / H3K4me3 peptide binding. Potency, µM (top dose mostly 114 µM), without a hit: top-dose activity change, negative = inhibition, actives largely listed as inhibitors. actives 4.4% (n = 390,000); further: potency means the concentration at half of the fitted maximal effect; on the % scale 0 is the no-effect control and ±100 the full control effect; nearly all actives have a fitted effect of over 50% in size
Pin1 inhibitor – blocks the human prolyl isomerase Pin1 | Potency, µM (top dose mostly 115 µM), inactives show at the highest dose activity, negative = inhibition, hits mostly inhibitors | actives 0.009% (n = 390,000) | Q13526 | Pin1 FP peptide displacement, HiFluor488, 10 min; active means well fitted inhibition curve with a large enough effect in the polarisation, with a control signal flat, not every such curve was filed as active; inconclusive means small, poorly fitted or top-dose-only effect, or effect the other way, or a change in a side signal; inactive means no such curve, though single readings can be large or run the other way; the % refers to the polarisation; further: potency means the concentration at half of the fitted maximal effect; on the % scale 0 is the no-effect control and ±100 the full control effect
Target sequence (Q13526 whole entry, looked up): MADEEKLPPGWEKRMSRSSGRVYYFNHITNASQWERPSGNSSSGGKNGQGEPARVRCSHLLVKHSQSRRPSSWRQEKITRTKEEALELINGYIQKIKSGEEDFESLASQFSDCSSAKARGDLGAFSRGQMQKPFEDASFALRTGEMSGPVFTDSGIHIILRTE
GLS inhibitor – blocks human kidney-isoform glutaminase activity; O94925; GLS enzymatic activity, qHTS titration; Potency, µM (titrated, usually from 45.5 µM), for the others: at the top dose activity change, negative = inhibition, most hits filed as inhibitors; actives 0.21% (n = 410,000); further: potency means the concentration at half of the fitted maximal effect; on the % scale 0 is the no-effect control and ±100 the full control effect
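Two-point fluorescence kinetic (t0, 30 min RT) for hKGA; glutamate detected via glutamate oxidase–HRP–Amplex Red. Substrate: 1 mM L-glutamine solution; buffer 45 mM KH2PO4, pH 8.2.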
An asterisk follows results filed as active; i = inactive; ? = inconclusive; nt = no result given; [ ] = another dose, or the depositor's remark. Unless noted, the call rests on the fitted dose curve; in most records, active means well fitted curve in the direction sought with a large enough effect; inconclusive means small, poorly fitted or top-dose-only effect, or another doubt; inactive means no such curve, though single readings can be large; an effect the other way counts as inactive or inconclusive.

SMILES	Tb PGK inh	BAZ2B inh	HP1b binding inh	G9a inh	ERG-DNA inh	PI4K2A block	JMJD2A Tudor inh	Pin1 inhibitor	GLS inhibitor
CC1Cc2ccccc2N1C(=O)CCS(=O)(=O)c1cccc2nonc12 (centres undefined)	4%	-7%	17%	10%[59 µM]	4%	-5	-17%	2%	9%
Cc1ccc(NC(=O)c2oc3ccccc3c2NC(=O)c2ccc3c(c2)OCO3)cc1	-8%	6%	28%	-8%[0.0925 µM]	-3%	1	-2%	9%	-1%
CSCCC1NC(=O)N(CC(=O)Nc2cccc3ccccc23)C1=O (centres undefined)	-4%	-23%	30%	10%[12.7 µM]	-6%	2	10%	-10%	-1%
COc1ncccc1C(=O)N1CCCC(N2CCN(c3ccc(F)cc3)CC2)C1 (centres undefined)	-3%	nt	10%	nt	-3%	1	-4%	0%	15%
Cc1ccc(-n2c(=O)[nH]cc(C(=O)Nc3ccc4c(c3)OCO4)c2=O)cc1C	-4%	10%	31%	1%	-4%	-4	-14%	4%	0%
CC(C)CC(=O)NC(Nc1ccccc1F)C(Cl)(Cl)Cl (centres undefined)	0%	7%	59%[activator]	-12%[59 µM]	7%	2	19%	-2%	-13%
O=C(CCNC(=O)c1ccc(Br)cc1)NC1CCCCCC1	-3%	35%[activator]	17%	21%[12.7 µM]	5%	-3	-1%	1%	14%
CCCCc1nc2cc(C(=O)NCCc3c(C)n[nH]c3C)ccc2o1	1%	nt	23%	nt	1%	1	-10%	-10%	7%
O=C(O)CCn1c(SCc2cc(=O)n3ccccc3n2)nc2ccsc2c1=O	-3%	7%	5%	6%	8%	-4	-12%	-8%	4%
O=C(NCc1ccco1)C1CC(c2ccccc2O)=NO1 (centres undefined)	-1%	79µM*	2%	nt	-1%	-1	?	3%	-1%
O=C1C(C=NCCCn2ccnc2)=C(O)c2ccccc21	-3%	nt	34%	nt	-6%	0	-33%	1%	-1%
C=CCNC(=O)c1sc(=S)n(-c2ccc(C(=O)OCC)cc2)c1N	-11%	?	?	3.2µM*	2%	0	?	-9%	-2%
Cc1cc(C)c2c(n1)SCC(=O)N2CC(=O)Nc1ccccc1Cl	1%	0%	31%	-3%	-5%	1	-9%	6%	1%
O=C(COc1ccccc1)N(Cc1cc2ccccc2[nH]c1=O)CC1CCCO1 (centres undefined)	0%	-24%	35%	?	-16%	5	4%	0%	-1%
Cn1ccnc1Sc1ccccc1[N+](=O)[O-]	-8%	2%	40%[activator]	?	3%	-14	-1%	1%	-5%
O=C(COc1ncnc2cc([N+](=O)[O-])ccc12)NCc1ccc2c(c1)OCO2	-10%	0%	32%	38%[59 µM]	-2%	-12	-13%	22%	3%
OCCCc1nc2ccccc2n1CCc1ccccc1	-6%	0%	6%	-1%[59 µM]	0%	4	-16%	-7%	0%
CCOc1ccc(C)cc1S(=O)(=O)Nc1cccnc1	i	nt	32%	nt	15%	-11	-7%	-5%	2%
Cc1ccccc1-n1ncc2c(SCC(=O)NCc3cccs3)ncnc21	i	13%	30%	15%[12.7 µM]	6%	8	-13%	-3%	1%
CCc1nnc(NS(=O)(=O)c2ccc(NC(=O)/C=C/c3ccc(F)cc3)cc2)s1	-8%	-30%	6%	56µM*	-1%	-4	-10%	1%	10%
CCOC(=O)c1[nH]cnc1C(=O)NCc1ccccc1	-5%	?	18%	-6%	0%	3	?	-2%	-3%
Cc1ccc(S(=O)(=O)NCCC(=O)OCC(=O)N2CCCC2=O)cc1C	-1%	-4%	25%	-3%	-27%	0	-2%	-10%	0%
CN(NC(=O)c1ccccc1F)c1ccc([N+](=O)[O-])cn1	-13%	-9%	6%	nt	0%	-6	6%	1%	-28%
O=C(NCC1CCCO1)/C(=C/c1cn(-c2ccccc2)nc1-c1cccnc1)NC(=O)c1ccccc1 (centres undefined)	3%	-8%	5%	25%	-3%	2	-14%	-14%	2%
CCOc1ccc(NC(=O)CC2C(=O)N(c3cccc(OC)c3)C(=O)N2C2CCCCC2)cc1 (centres undefined)	8%	-13%	21%	-37%[59 µM]	1%	1	-28%	-9%	7%

Shown as a hit in BAZ2B inh, among the entries above:
SMILES	Tb PGK inh	BAZ2B inh	HP1b binding inh	G9a inh	ERG-DNA inh	PI4K2A block	JMJD2A Tudor inh	Pin1 inhibitor	GLS inhibitor
O=C(NCc1ccco1)C1CC(c2ccccc2O)=NO1 (centres undefined)	-1%	79µM*	2%	nt	-1%	-1	?	3%	-1%

More entries.
SMILES	Tb PGK inh	BAZ2B inh	HP1b binding inh	G9a inh	ERG-DNA inh	PI4K2A block	JMJD2A Tudor inh	Pin1 inhibitor	GLS inhibitor
CSc1nnc(Cn2c(=O)sc3ccccc32)n1C	1%	-2%	42%[activator]	-8%[59 µM]	-2%	-3	-10%	-7%	2%
COc1ccccc1N1CCN(C(=O)c2sc3nc(-c4ccccc4)cn3c2C)CC1	-5%	?	-6%	?	nt	0	?	1%	13%
COc1ccc(-n2cc(C(=O)c3ccccc3O)cn2)cc1	-19%	23%	49%[activator]	77%[activator]	4%	-20	20%	-3%	0%
Cc1nn(Cc2ccccc2)c(C)c1CNC(=O)CN=C1NS(=O)(=O)c2ccccc21	i	-2%	23%	-6%	-6%	5	-7%	3%	9%
Cc1cc(C)n2nc(NCc3cccc(Br)c3)nc2n1	i	1%	33%	7%[12.7 µM]	6%	0	-4%	8%	-4%
Cc1c(CNCCc2ccc(S(N)(=O)=O)cc2)c(C(=O)O)c(C)n1Cc1ccc(Cl)cc1	i	-12%	25%	-3%[59 µM]	8%	-2	-15%	-2%	-1%
CN(C)Cc1c(O)ccc2c(=O)c(-c3ccccc3Cl)c(C(F)(F)F)oc12	7%	-2%	44%[activator]	nt	-6%	3	-6%	1%	8%
NC(=O)COn1c(SCC(N)=O)nc2ccccc2c1=O	i	0%	-25%	nt	0%	4	8%	-18%	-2%
Cc1cccc(NC(=O)C2CCCN(c3nnc(-n4c(C)ccc4C)s3)C2)c1C (centres undefined)	nt	-4%	4%	-1%[59 µM]	0%	-8	-19%	-2%	-4%
O=C(CNC(=O)c1ccc(Br)o1)NCC(=O)OCc1ccccc1	-3%	16%	13%	24%[0.501 µM]	-8%	4	-8%	-2%	4%
Cn1ccc(-c2cc(C(=O)O)c3ccccc3n2)n1	-11%	?	2%	50µM*	-6%	-5	-12%	-10%	1%
CN(Cc1ccccc1)C(=O)CSc1nc2cc(C(=O)N3CCC(C(N)=O)CC3)ccc2c(=O)n1-c1ccccc1	-1%	6%	8%	2%[59 µM]	-5%	3	-12%	0%	0%
COc1ccc(-c2cc3nc(N)cc(=O)n3[nH]2)cc1	-4%	8%	31%	-3%[59 µM]	-1%	0	-6%	0%	3%
CCOc1cccc2cc(-c3cn4cc(C)ccc4n3)c(=O)oc12	-3%	2%	39%	-4%	-1%	0	-21%	-3%	14%
CSc1nnc(-c2cc(C)on2)n1-c1ccccc1	-7%	5%	33%	-5%[59 µM]	1%	1	-6%	2%	-3%
CC(C)(C)c1nnc(NC(=O)CCS(=O)(=O)c2ccccc2)s1	-5%	-9%	-9%	28µM*	3%	0	-2%	0%	2%
CC(Sc1nnc(-c2ccc(O)cc2)o1)C(=O)Nc1cccc2ccccc12 (centres undefined)	4%	-30%	-4%	13µM*	1%	5	-19%[57.1 µM]	3%	-16%
CN(C)c1cccc(Oc2nc3c(c(=O)n(C)c(=O)n3C)n2C)c1	i	13%[0.457 µM]	13%	8%[59 µM]	2%	2	-23%	0%	26%
CN(C)CCNC(=O)c1c(CSc2ccccc2)noc1C(=O)NCc1ccccc1	-8%	3%	44%[activator]	6%[59 µM]	1%	-4	-20%	1%	0%
CCOC(=O)c1c(-c2ccc(-c3ccccc3)cc2)csc1NC(=O)CNCCN(C)C	-1%	?	-14%[57 µM]	50µM*	0%	4	35µM*	37%[activator]	-26%
Cc1cc(C(C)(C)C)oc1C(=O)N(CC(=O)NC1CCCC1)Cc1ccc(F)cc1	nt	9%	23%	20%[59 µM]	nt	1	-12%	-3%	2%
CCOC(=O)C1CCN(C(=O)c2cc(COc3ccc(F)cc3F)on2)CC1	11%	5%	47%[activator]	59%[activator]	2%	-2	-2%	0%	15%
CCN(CC)c1ccc(C=NNc2ccc([N+](=O)[O-])cn2)cc1	-4%	nt	-6%	nt	-19%	-4	-29%	?	?
Cc1cc(/C=C2\SC(N)=NC2=O)c(C)n1-c1ccccc1	-1%	-7%	46%[activator]	?	0%	1	-25%	?	14%
CC1CCCN(C(=O)Cn2nnc(-c3ccc(N(C)C)cc3)n2)C1 (centres undefined)	-6%	13%[0.457 µM]	31%	11%[59 µM]	2%	-2	0%	13%	-1%
CCC1CCCCN1C(=O)c1ccc(OC2CCN(C(=O)C3CC3)CC2)cc1 (centres undefined)	i	-9%	22%	nt	6%	0	-3%	-11%	-1%
CCC(=O)N1CCc2cc(S(=O)(=O)N(C)c3cccc(C)c3)ccc21	i	0%	43%[activator]	2%[59 µM]	1%	-2	-15%	12%	0%
CC(C)(C)OC(=O)NC(CNCc1ccccc1)Cc1ccccc1 (centres undefined)	6%	0%	24%	-7%[2.33 µM]	-3%	3	-21%	?	4%
CCCCCCCCCc1nc(N)n[nH]1	0%	1%	22%	nt	-2%	-3	-11%	6%	10%
CCOC(=O)c1ccoc1CSCc1ccc(C(=O)OC)o1	-9%	-35%	-22%	-5%[12.7 µM]	-2%	-19	-27%[11.4 µM]	?	51%[activator]

Screening results deposited in PubChem BioAssay by National Center for Advancing Translational Sciences (NCATS).
